SENP6 inh: SENP6 protease inhibitors, primary screen, biochemical, luminescence, uHTS; Recombinant SENP6 catalytic domain, aminoluciferin luminescence; inhibition, % at 10 µM; 330,000 compounds, 1.8% hits; AID 2599, 2010;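 active means inhibition above about 50% at the single tested dose, limit read from the data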;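 further: plate controls were DMSO wells with enzyme for no effect and DMSO wells lacking enzyme for full effect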
SENP8 block-1: SENP8 protease inhibitors, primary screen, biochemical, luminescence. Sentrin-specific protease 8 (Homo sapiens), Q96LD8. purified SENP8, Z-RLRGG-aminoluciferin cleavage. inhibition, % at 10 µM. 330,000 compounds, 1.2% hits. AID 2540, 2010; in the data active means inhibition above about 50%
Target sequence (Q96LD8 whole entry, looked up): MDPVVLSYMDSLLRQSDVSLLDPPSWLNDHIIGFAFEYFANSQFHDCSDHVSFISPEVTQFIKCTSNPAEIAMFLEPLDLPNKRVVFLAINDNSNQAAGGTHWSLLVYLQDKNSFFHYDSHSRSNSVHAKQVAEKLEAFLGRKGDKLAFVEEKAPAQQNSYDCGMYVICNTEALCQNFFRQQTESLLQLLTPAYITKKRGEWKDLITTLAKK
HKDC1 inhibitor: HKDC1 hexokinase inhibitors, primary screen, biochemical, fluorescence, uHTS; inhibition, % at 20 µM; Q2TB90; AID 493160, 2011; recombinant HKDC1, G6PDH/diaphorase resazurin coupled fluorescence; 340,000 compounds, 0.16% hits;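 active means inhibition above about 35% when tested at 20 µM, limit read from the data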;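 further: plate controls were DMSO wells with enzyme for no effect and DMSO wells lacking enzyme for full effect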
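System: Recombinant HKDC1 hexokinase | Amount: HKDC1 at 5 µg/mL | Reagent: Glucose with 1 mM ATP | Doses: Single 20 µM dose | Incubation: Reaction time 90 min, room temperature, protected from light | Signal: Coupled resazurin fluorescence, excitation 525 nm, emission 613 nm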
SENP7 block: SENP7 protease inhibitors, primary screen, biochemical, luminescence, uHTS; Sentrin-specific protease 7 (Homo sapiens), Q9BQF6; AID 434973, 2010; inhibition, % at 5 µM; 330,000 compounds, 1.5% hits; recombinant SENP7, Z-RLRGG-aminoluciferin luminescence, 40 min;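 active means inhibition above about 50% at the single test dose, limit read from the data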;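 further: plate controls were DMSO with enzyme for no effect and no enzyme buffer wells for full effect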
Target sequence (Q9BQF6 706-1050 limits assumed): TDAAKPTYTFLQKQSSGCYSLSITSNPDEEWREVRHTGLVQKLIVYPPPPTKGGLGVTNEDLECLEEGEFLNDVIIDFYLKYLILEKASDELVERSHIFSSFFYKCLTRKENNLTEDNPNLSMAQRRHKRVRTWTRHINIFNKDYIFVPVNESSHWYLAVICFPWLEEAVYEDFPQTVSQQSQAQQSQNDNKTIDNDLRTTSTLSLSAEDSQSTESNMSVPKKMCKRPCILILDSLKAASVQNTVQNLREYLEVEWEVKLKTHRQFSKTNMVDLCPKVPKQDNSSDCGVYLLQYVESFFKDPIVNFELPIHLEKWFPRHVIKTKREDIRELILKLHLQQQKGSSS
UBC13 inh: UBC13 polyubiquitin chain formation inhibitors, primary screen, biochemical, TR-FRET, uHTS; Ubiquitin-conjugating enzyme E2 N (Homo sapiens), P61088; inhibition, % at 20 µM; 330,000 compounds, 0.47% hits; in the data active means inhibition above about 45%, passing the limit was not always enough
Target sequence (P61088 whole entry, looked up): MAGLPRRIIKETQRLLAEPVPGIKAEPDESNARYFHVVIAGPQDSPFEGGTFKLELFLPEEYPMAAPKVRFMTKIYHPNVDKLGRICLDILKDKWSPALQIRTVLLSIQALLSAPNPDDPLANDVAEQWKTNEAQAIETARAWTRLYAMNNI
beta cell repl: inducers of MIN6 beta-cell proliferation, primary screen, ATP luminescence, uHTS; MIN6 cells proliferation, ATPlite luminescence, 48 h; cells starved in 0.2% serum; 100% = growth in 10% serum; proliferation, % at 10 µM; 330,000 compounds, 0.29% hits; AID 2380, 2010;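 active means compounds whose signal lies at least 3.5 SD above the mean of all wells on their plate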;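 further: 0% = DMSO-treated cells in low-serum medium and 100% = 10% serum control; some compounds called inactive have numbers as strong as hits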
SENP1 inh: human SENP1 catalytic domain inhibitors, primary screen, biochemical, FRET, uHTS | Sentrin-specific protease 1 (Homo sapiens), Q9P0U3 | recombinant SENP1 catalytic domain, CyPet-SUMO1-YPet FRET cleavage | inhibition, % at 10 µM | 360,000 compounds, 0.21% hits | AID 624204, 2012;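 active means inhibition at least 30% at 10 µM, raw YFP signal under a set limit, fluorescence ratio 0.5 to 1.5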;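 further: 0% = enzyme with DMSO and 100% = no enzyme wells; some results filed as inactive read as strong as hits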
Target sequence (Q9P0U3 419-644 limits assumed): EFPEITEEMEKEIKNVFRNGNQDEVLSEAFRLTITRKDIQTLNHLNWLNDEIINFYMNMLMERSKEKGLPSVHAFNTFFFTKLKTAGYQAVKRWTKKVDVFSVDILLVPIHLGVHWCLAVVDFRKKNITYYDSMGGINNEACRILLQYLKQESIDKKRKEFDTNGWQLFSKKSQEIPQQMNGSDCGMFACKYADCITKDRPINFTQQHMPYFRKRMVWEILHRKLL
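system = hSENP1 catalytic domain, recombinant | reagent = SFCypet-SUMO1-SFYpet substrate at 25 nM | doses = one dose per compound, 10 µM, 0.5% DMSO | incubation = enzyme reaction for 50 min at room temperature, dark | measured by = FRET, CFP and YFP emission | controls = no-enzyme low, enzyme-DMSO high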
SENP8 block-2: human SENP8 protease inhibitors, primary screen, biochemical, fluorescence, Nedd8 protein substrate, uHTS. Sentrin-specific protease 8 (Homo sapiens), Q96LD8. recombinant SENP8. inhibition, % at 20 µM. 360,000 compounds, 0.64% hits. AID 602440, 2012; in the data active means inhibition mostly above about 40%, no sharp cut-off; inactive means mostly below about 27%
PfG6PD inh: PfG6PD enzyme inhibitors, primary screen, biochemical, fluorescence intensity, uHTS; 350,000 compounds, 0.78% hits; glucose-6-phosphate dehydrogenase-6-phosphogluconolactonase (Plasmodium falciparum 3D7); inhibition, % at 20 µM; PfGluPho enzyme, NADPH resazurin-diaphorase fluorescence;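 active means inhibition reaching at least a set limit at 20 µM in the primary screen, cut at about 59% in these data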;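 further: 0% = DMSO wells with substrate and 100% = DMSO wells lacking glucose-6-phosphate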
The depositor's hits bear a star; i = inactive; · = not tested or not shown.

The first two entries as a preview:
Compound	SENP6 inh	SENP8 block-1	HKDC1 inhibitor	SENP7 block	UBC13 inh	beta cell repl	SENP1 inh	SENP8 block-2	PfG6PD inh
COc1ccccc1/C=C/C1(C(=O)NC2CCCC2)CC(=O)N1c1ccc(C)cc1 (stereo not drawn)	5	0	3	1	-13	-5	2	6	-2
CCOC(=O)c1cc2c(=O)n3ccccc3nc2n(C(C)C)c1=NC(=O)c1ccncc1	-5	-2	2	7	6	1	-46	-301	22

The whole of this part, from the start:
Compound	SENP6 inh	SENP8 block-1	HKDC1 inhibitor	SENP7 block	UBC13 inh	beta cell repl	SENP1 inh	SENP8 block-2	PfG6PD inh
COc1ccccc1/C=C/C1(C(=O)NC2CCCC2)CC(=O)N1c1ccc(C)cc1 (stereo not drawn)	5	0	3	1	-13	-5	2	6	-2
CCOC(=O)c1cc2c(=O)n3ccccc3nc2n(C(C)C)c1=NC(=O)c1ccncc1	-5	-2	2	7	6	1	-46	-301	22
CC1CCN(C(=O)CSCC(=O)Nc2nc(-c3cccs3)cs2)CC1	-6	1	2	-3	10	-2	-2	-17	21
O=C(NCCOc1ccccc1)c1ccccc1SCC(=O)N1CCCC1	12	0	-4	0	-1	3	0	2	-4
Cc1cc(C)c2cc(C(=O)N3CCc4ccccc4C3)[nH]c2c1	-25	-1	7	0	4	-4	-10	-18	20
Cc1ccc(-c2noc(CCC(=O)Nc3ccc(C)cn3)n2)cc1	-19	1	4	5	0	0	3	16	-6
Cc1ccc(S(=O)(=O)Nc2cc(C(=O)NCCN(C)C)ccc2N2CCCCC2)cc1	-40	-17	-5	-3	17	-4	2	13	10
COCc1cc(SC2CCCCC2)nc(C)n1	8	0	46*	4	-2	-3	2	17	-17
COc1cc(C(=O)NCc2nnc(SCC(=O)Nc3ccc4c(c3)OCO4)o2)cc(OC)c1OC	-1	-5	-10	-7	-27	-2	1	11	5
COc1cc(CNCc2ccco2)cc(OC)c1O	-12	-2	0	-4	4	-2	2	10	0
Cc1ccccc1CN1CCN(S(=O)(=O)c2ccc(F)cc2)CC1	-6	-1	4	-5	11	1	1	16	-5
Cc1ccc(NC(=O)Cc2nc(COC(=O)Cc3cccc(C(F)(F)F)c3)cs2)cc1	-3	3	-2	-4	0	-5	-121	-41	17
Cc1ccc(C(=O)NN(C)c2nc3ccccc3nc2C(F)(F)F)cc1	-22	4	-5	0	-5	-1	3	36	-7
CN1/C(=C\C(=S)NC(=O)c2ccccc2Cl)C(C)(C)c2ccccc21	18	1	5	7	-33	-3	-26	-14	1
COc1ccc(N2CCN(C(=O)c3ccc(OCc4c(C)noc4C)c(OC)c3)CC2)cc1	-9	-1	-1	2	1	-2	1	22	-11
O=C(CN(C(=O)Cn1nnc(-c2ccc(F)cc2)n1)c1cccc(F)c1)NC1CCCC1	-1	4	-5	-8	4	-1	0	9	-8
Nc1nonc1-c1nc2ccccc2n1CC(=O)N1CCCCC1	-2	5	-1	6	2	-1	-7	20	-3
CN(C)c1ccc(CNc2ncnc3sccc23)cc1	6	2	-2	-3	1	0	-29	-11	-15
COc1ccccc1OCc1nnc(SCC(N)=O)n1-c1ccccc1	1	-7	-8	3	-9	-3	2	6	9
Cc1ccc(CN(CC(=O)NCCc2ccccc2)C(=O)c2csnn2)cc1	18	8	-12	2	4	0	1	5	-8
COc1ccccc1NC(=O)CSc1nnc(COc2ccc(Cl)cc2)o1	-28	-6	-3	0	8	2	1	19	0
CC(C)CN(C(=O)COC(=O)c1cncc(Br)c1)c1c(N)n(Cc2ccccc2)c(=O)[nH]c1=O	1	3	-5	-4	-8	-3	-5	0	2
CC(=O)Nc1cccc(NC(=O)C2CCCN2C(=O)Nc2ccc(Cl)cc2)c1 (stereo not drawn)	-5	-7	0	9	9	-3	2	12	-11
CCn1nc(NS(=O)(=O)c2ccc([N+](=O)[O-])cc2)c2cc3ccccc3nc21	9	3	4	6	-14	1	-8	4	-20
COc1cccc(-c2csc(N3CCN(CC(=O)NNC(=O)c4ccc(Br)cc4)CC3)n2)c1	-3	2	-6	101*	-2	-3	1	5	13
COCC(=O)Nc1ccc(C(C)C)cc1	2	1	-7	-3	3	-3	2	11	4
O=C(Nc1ccc(NS(=O)(=O)c2ccccc2)cc1)c1ccccc1Cl	-7	1	1	0	-1	0	2	15	54
COc1ccc(CNCc2ccc3c(c2)OCO3)cc1Br	13	-3	2	4	10	2	0	12	0
O=C(Cc1cccc(NC(=O)C2CCN(C(=O)c3ccccc3)CC2)c1)Nc1cccc(C(=O)N2CCOCC2)c1	·	·	-8	·	·	·	1	7	5
COc1cc(CC2C(=O)Nc3ccccc32)cc(C)c1O (stereo not drawn)	-16	6	5	-2	4	-3	-1	12	19
O=C(c1ccccc1)c1ccc2nc(-c3ccc(NC(=O)c4ccccc4Br)cc3)[nH]c2c1	-6	-3	-1	3	0	-3	0	-259	5
O=C(/C=C/c1ccco1)Nc1ccc2c(c1)OCO2	-24	-5	-4	18	-21	-2	1	24	55
O=C(CCSc1nc2ccccc2o1)N1CCOCC1	-1	-5	-6	-2	1	-1	17	12	-11
NC1=NC[C@H](Cc2ccccc2)N1CCc1cccc(F)c1	-2	3	1	-1	15	5	0	13	25
COc1cc(CN(C(=S)NCC(=O)NC2CCCC2)C2CCCC2)cc(OC)c1OC	4	5	-5	6	-4	-1	0	6	-10
CC(C)CC(=O)N1CCN(S(=O)(=O)c2ccc3ccccc3c2)CC1	3	-1	-4	6	1	-1	4	8	-5
COCCOC(=O)C1=C(C)NC2=C(C(=O)CC(C)(C)C2)C1c1ccc(N(C)C)cc1 (stereo not drawn)	10	2	13	1	1	-2	-35	-234	3
CC1Cc2ccccc2N1C(=O)c1cnc2n(c1=O)CCS2 (stereo not drawn)	-22	-8	-1	16	-20	0	-1	8	-10
Cc1ccc(CNC(=O)CCn2c(=O)oc3ccccc32)cc1	-10	-4	-8	-9	17	3	1	21	-5
O=C(Nc1cccc(Cl)c1)N(CCN1CCOCC1)Cc1cccc(Cl)c1	-10	-2	8	-1	4	-2	1	18	2
Cc1ccc[n+](CC(=O)c2ccc(Cl)cc2)c1	25	4	3	8	-8	-3	-1	12	-18
CCCCCC1CCC(c2ccc(C(N)=O)cc2)CC1 (stereo not drawn)	7	-1	-2	3	0	-1	1	27	11
O=C1C=C(Nc2cccc3cccnc23)c2ccccc2C1=O	33	10	29	9	-23	-4	-21	43*	46
CCOC(=O)CNc1nc(Cl)nc(Nc2ccc(OC)cc2OC)n1	2	4	1	-1	2	-2	-1	16	-19
COC(=O)C(NC(C)=O)(Nc1cccc(C)n1)C(F)(F)F (stereo not drawn)	-8	3	-2	-2	4	-3	2	29	2
CCOc1ccc(NC(=O)CN2C(=O)NC3(CCCC3)C2=O)cc1S(=O)(=O)N1CCCCC1	-15	-10	5	-1	-16	0	-1	2	1
O=C(Nc1ccnn1C1CCN(C2CCC2)CC1)c1cccc(F)c1	-9	1	-4	2	9	-4	-1	6	0
CCOc1ccccc1N1CCN(C(=O)C2=CC=CN3CCS(=O)(=O)N=C23)CC1	-2	-6	1	5	0	-2	-1	-13	0
O=S(=O)(c1ccc(Cl)cc1)N(Cc1ccccn1)Cc1ccccn1	-34	-7	4	-8	-1	1	0	12	10
O=C(OCC(=O)C12CC3CC(CC(C3)C1)C2)c1cnccn1	-9	-8	-3	-10	1	-3	-1	15	1
O=C(O)C1Sc2[nH]c(=O)sc2C2c3cc(Cl)ccc3OC(=O)C12 (stereo not drawn)	7	-2	7	-6	-25	-3	-16	-2	-19
CCOC(=O)C(=O)Nc1sc(C(=O)N2CCOCC2)c(C)c1C#N	11	2	-4	4	-2	0	2	18	-11
CCOc1ccc2oc(C(=O)OCC(=O)NCC3CCCO3)c(C)c2c1 (stereo not drawn)	-6	-8	1	1	7	-1	-9	-409	14
Cc1cccc(NC(=O)c2cc(-c3ccco3)nc3ccccc23)n1	-16	-9	1	-6	-9	-6	14	i	4
Cc1nn(-c2ccccc2)c(C)c1NC(=O)COc1cc(F)ccc1[N+](=O)[O-]	2	-10	-3	-7	-7	-3	1	6	5
CN(C)CCCNC(=O)COc1ccc(Br)cc1Cl	-13	-4	-5	6	0	-2	1	18	1
O=C(O)C1CCCCC1C(=O)Nc1ccccc1Nc1ccccc1 (stereo not drawn)	-22	-8	-4	-15	-11	-1	4	-38	-20
CC[N+](CC)(CCO)CCCN1C(=O)C2CC=C(Cl)CC2C1=O (stereo not drawn)	-4	8	-5	-1	2	-2	·	·	8
COc1ccc2cc(-c3ccccc3F)ncc2c1	97*	97*	3	100*	10	-6	-3	-119	24
CC(=O)c1c(C)[nH]c(C(=O)CSc2nc3ccc(C)cc3[nH]2)c1C	-31	-4	-8	6	10	0	-1	12	8

More records:
Compound	SENP6 inh	SENP8 block-1	HKDC1 inhibitor	SENP7 block	UBC13 inh	beta cell repl	SENP1 inh	SENP8 block-2	PfG6PD inh
COc1ccc(/C=C(/C(=O)NCc2ccccc2)c2ccccc2)cc1	-2	-13	-1	-5	-17	-4	0	20	2
CC1CN(S(=O)(=O)c2ccc(C(=O)Nc3ccc(S(=O)(=O)Nc4nccs4)cc3)cc2)CC(C)O1 (stereo not drawn)	5	-4	-9	-3	-24	0	1	30	-6
COc1ccc(-c2cn3cccnc3n2)cc1NC(=O)C(C)C	5	2	·	3	3	-1	-4	-387	·
COc1ccccc1C(=O)Nc1sc2c(c1C#N)CCC2	-4	-25	-4	-6	11	-1	-1	-405	2
O=C(c1ccc2c3c(cccc13)CC2)C1CCCN(C(=O)c2cccnc2)C1 (stereo not drawn)	-4	-3	9	-8	7	-2	2	-91	6
CCOP(=O)(OCC)c1nc(/C=C/c2ccccc2)oc1NCc1ccccc1	-8	-1	1	-1	26	-4	-96	-317	20
Cc1nnc(Nc2ccc(Cl)c(C(F)(F)F)c2)[nH]c1=O	-6	-9	-4	-11	-11	-4	2	10	-5
Cc1cc(/C=N/Nc2nc(N)ncc2[N+](=O)[O-])c(C)n1-c1ccccc1F	102*	95*	·	95*	-43	-4	·	·	·
O=C1CCCN1c1ccc(S(=O)(=O)N2CCN(c3ccccn3)CC2)cc1	-19	-6	-13	-10	0	-2	1	14	-9
COc1ccc(N(CC(=O)Nc2cccc(OC)c2)S(=O)(=O)c2c(C)nn(C)c2C)cc1	2	5	-1	12	-9	2	0	16	-16
COC(=O)CCC(NC(=O)OCc1ccccc1)C(=O)NC(CC(C)C)C(=O)OC (stereo not drawn)	2	6	-4	-4	-3	-2	0	12	-9
C=CCN(C(=O)CCC(=O)Nc1cc(C)on1)C(C(=O)NC(C)(C)C)c1cccc(OC)c1OC (stereo not drawn)	-6	-5	0	-2	-6	-2	-1	11	-4

From PubChem
